Pf Dd2 growth = Plasmodium falciparum Dd2 growth inhibition; P. falciparum Dd2 growth, SYBR Green, 72 h; Potency, µM (series often up to 28.9 µM), for inactives: top-dose activity, negative = inhibition, actives largely listed as inhibitors; hit rate 4.3% among 120,000; active = well fitted inhibition curve with a large enough effect; inconclusive = small, poorly fitted or top-dose-only effect; inactive = no such curve, though single readings can be large or run the other way;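 note: plate controls were DMSO vehicle for no effect and reference drug for full effect; nearly all actives have a fitted effect of over 65% in size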
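Readout: SYBR Green fluorescence, 485 nm excitation, 535 nm emission, after ~16 h lysis at 37C. Before that, Dd2-infected red cells (2.5% hematocrit) grew 72 h with compound, 29 uM top final concentration.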
The depositor's hits bear a star; i = inactive; ? = inconclusive; [ ] = another dose, or the depositor's remark. Potency is the fitted concentration of half-maximal effect. Only part of the results is shown (hit frequency here may not be typical).

SMILES | Pf Dd2 growth
CN1CCOc2c(C(=O)NCCc3cnc[nH]3)cc(-c3ccccc3F)cc21 | i
O=C(Cc1c[nH]c2ncc(-c3cccnc3)cc12)NC1CC1 | i
CCCCc1ncc(CN2CCN(C3CCCC3)C(CCO)C2)[nH]1 (stereo not drawn) | -20%
CCc1nncn1C1CCN(C(=O)c2ccc(C)c(C)c2)CC1 | ?
COC(=O)c1ccc(NC(=O)CN(c2cccc(C(F)(F)F)c2)S(C)(=O)=O)cc1 | -1%
CCSCCNC(=O)c1c(C)noc1-c1cccc(F)c1 | ?
O=C1Cc2c(-c3ccccc3Cl)n[nH]c2CN1Cc1ccccn1 | 8%[44.1 µM]
CCc1ccc(NC(=O)c2cc(C)nn2-c2ccccc2)cc1 | 9%
COCCNC(=O)c1cc2n(n1)CCCN(Cc1ccc(C)cc1)C2=O | 15%
CC1(C)[C@H]2CC[C@@H](CNC(=O)c3ccc(C(F)(F)F)cc3)[C@@H]1C2 | 10µM*
COc1ccc(CC(=O)NCc2cccc(SC)c2)cc1 | -32%
Cc1ccc(-c2noc(CN(C(=O)COc3cc(C)cc(C)c3C)C(C)C)n2)cc1 | -6%
CN(C)S(=O)(=O)N(CC(=O)Nc1ccc(Br)cc1F)c1ccccc1 | 16%
COCCn1c(COc2ccc3c(c2)ncn3C)nnc1C1CC(N)C1 (stereo not drawn) | -17%
CCc1cccc(N2C(=O)N(CC(=O)NCc3cccc(OC)c3OC)c3ccccc3S2(=O)=O)c1 | i
O=C1[C@H]2CN(Cc3cc(F)cc(F)c3)C[C@H]2C(=O)N1CCc1ccccc1 | -12%
Cc1cc(C(=O)N[C@@H]2CN(Cc3cccnc3)C[C@H]2CN(C)C)n(C)n1 | 20%
CCOc1cc(C2c3c(oc4ccccc4c3=O)C(=O)N2c2ccccn2)ccc1O (stereo not drawn) | 20%
Cc1ccccc1OCC(=O)Nc1ccc(-c2nc3cc(Cl)cc(Cl)c3o2)cc1 | 90%[activator]
N#Cc1cc2c(nc1SCC(=O)Nc1ccc(C(F)(F)F)cc1)C1CCN2CC1 | ?
O=C(c1ccc(F)cc1)N1Cc2[nH]cnc2C[C@H]1c1nc(-c2ccc3c(c2)OCO3)no1 | ?
COc1ccc(S(=O)(=O)NCCc2sc(-c3ccccc3)nc2C)cc1OC | 19%
Cc1ccc(OCCSc2nnc(-c3cccs3)o2)cc1 | 11µM*
Cc1nn(C)cc1CN1C[C@@H](COCC2CC2)[C@H](c2ccccn2)C1 | ?
O=C(CNS(=O)(=O)c1cccs1)N1CCN(c2ccccc2F)CC1 | 24%
More entries:
SMILES | Pf Dd2 growth
COCCC(=O)N1CCCCC1c1noc(COc2ccc(C)cc2)n1 (stereo not drawn) | ?
O=C(CCn1c(=O)c2sccc2n(Cc2ccc(F)cc2Cl)c1=O)NCc1ccc2c(c1)OCO2 | i
COc1cccc(N(CC(=O)N2CCC(C)CC2)S(=O)(=O)c2ccc(C)cc2)c1 | i
O=C(CC1CCCN(c2cnn(CC3CC3)c(=O)c2)C1)NCCc1ccncc1 (stereo not drawn) | -24%
COc1ccc(OC)c(S(=O)(=O)NCc2cccn2Cc2cccc(C)c2)c1 | 5%
OCC1CN(c2ccncn2)CC12CCN(Cc1cc(F)c(F)c(F)c1)CC2 (stereo not drawn) | -18%
Cn1ccnc1C(O)c1cc2n(n1)CCN(Cc1ccc(CO)o1)C2 (stereo not drawn) | -8%
CCc1ccc(C(=O)N2C[C@@H](F)C[C@H]2C(=O)N2CCCCC2)cc1 | -14%
CN1CC(=O)N(c2ccccc2)Cc2c(NCCCc3ccccc3)ncnc21 | 6.3µM*
Fc1ccc(N2CCN(c3nc4ccccc4c4nc(-c5cccnc5)nn34)CC2)cc1 | 26%
COc1cc(CCC(=O)N[C@H](C2CCNCC2)C2CC(O)C2)ccc1C (stereo partly drawn) | -2%
CC(=O)N1CCN(c2nc3c(C)ccc(Cl)c3s2)CC1 | 28%
CN1CCCN(C(=O)c2ccsc2)c2ccccc21 | -10%
Cn1ccnc1C(=O)N1CCCN(C(=O)C2CC2)c2ccccc21 | 8%
O=C(Nc1ccc(F)cc1)N[C@H]1[C@H](O)[C@@H](N2CCC(Cc3ccccc3)CC2)[C@@H]2OC[C@H]1O2 | i
CC(C)NC(=O)c1nc(-c2cccc(C(F)(F)F)c2)c2ccccn12 | -10%[44.1 µM]
O=C(CC1CCN(S(=O)(=O)c2ccc(F)cc2F)C1)NCc1ccccc1 (stereo not drawn) | -7%
COc1ccc(-c2nc(C3CC3)nc3c2CCN([S+](=O)([O-])c2cccs2)CC3)cc1 | ?
CC(C)Nc1ncc(C(=O)NC2CCCN(CCc3ccccc3)C2)cn1 (stereo not drawn) | ?
O=C(NCc1ccccc1)[C@H]1CN2CCC1C[C@@H]2Cn1cc(CSc2ccccc2)nn1 (stereo partly drawn) | i
COc1cccc(S(=O)(=O)N2CCCC(CO)CCNC(=O)CC2)c1 (stereo not drawn) | -5%
O=C(NCCCN1CCCC1=O)c1ccc(-c2ccc(N3CCSCC3)nc2)cc1 | i
Cc1nnc(N2C(=O)c3oc4ccccc4c(=O)c3C2c2ccc(C(C)(C)C)cc2)s1 (stereo not drawn) | i
CN1c2cc(C(=O)NCc3ccccc3)ccc2C(=O)N2CCCCCC21 (stereo not drawn) | -1%
O=C(CSc1nc(=O)[nH]c2c1CCCC2)NCc1ccccc1Cl | 21%

Overlap with the part before: 5 compounds; new compounds follow.
SMILES | Pf Dd2 growth
COc1cccc(S(=O)(=O)N2CCCC(CO)CCNC(=O)CC2)c1 (stereo not drawn) | -5%
O=C(NCCCN1CCCC1=O)c1ccc(-c2ccc(N3CCSCC3)nc2)cc1 | i
Cc1nnc(N2C(=O)c3oc4ccccc4c(=O)c3C2c2ccc(C(C)(C)C)cc2)s1 (stereo not drawn) | i
CN1c2cc(C(=O)NCc3ccccc3)ccc2C(=O)N2CCCCCC21 (stereo not drawn) | -1%
O=C(CSc1nc(=O)[nH]c2c1CCCC2)NCc1ccccc1Cl | 21%
CNC(=O)[C@@H]1CN(C(=O)c2ncoc2-c2cccc(C)c2)C[C@H]1CO | 12%
COc1ccc(-c2ccc(CCC(=O)O)n2CC(=O)Nc2cccc(Cl)c2C)cc1 | -9%
CC(C)CN1C(=O)c2cccn2CC1C(=O)NC1CCCCCC1 (stereo not drawn) | -50%
CN(C)[C@@H]1CN(C(=O)c2cccc(C(F)(F)F)c2)C[C@H]1CO | -23%
Cc1ccc(-n2nc3n(c2=O)CCN(C(=O)C2CC2)C3)cc1 | i
Cc1cc(C)c(NC(=O)COCc2cc(-c3cccs3)on2)c(C)c1 | 15%
COc1ccc(-n2c(=O)c3c4c(sc3n(Cc3ccccc3C)c2=O)CCCC4)c(OC)c1 | -5%
COc1cc2c(cc1OC)CN(c1cc(C3CC(O)C3)ncn1)CC2 (stereo not drawn) | -8%
Cc1noc(-c2ccn3c(CNC(=O)Cc4ccc(OC(F)(F)F)cc4)nnc3c2)n1 | i
CCc1ccc(CN2CCC(CNC(=O)c3occc3C)CC2)nc1 | -22%
O=C(c1ccccc1)N1CCc2nc(C3CC3)nc(-c3ccc(Cl)cc3)c2CC1 | i
CCN(CC)C(=O)CCc1c(C)nn(-c2ccc(F)cc2)c1Oc1cccc(F)c1 | -10%
Cc1ccc(NC(=O)Cn2c(=O)oc3cc(S(=O)(=O)N4CCCCC4)ccc32)c(C)c1 | -4%
COc1ccccc1-c1[nH]ncc1CN1CCC2(CC1)CC(O)CCO2 (stereo not drawn) | 44%[activator]
CCCC(=O)N1Cc2ccccc2CC2(CCCN(Cc3cccnc3)C2)C1 (stereo not drawn) | ?
O=C(NCc1ccccc1Cl)c1ccccc1NC(=O)c1nsc2ccccc12 | ?
COC(=O)c1sc2cccc(F)c2c1S(=O)(=O)Nc1ccc(C)cc1Cl | 62%[activator]
CCCn1nc(C)c(-c2cc(C(=O)N3CCc4nc5cc(-c6ccccc6)[nH]n5c(=O)c4C3)[nH]n2)c1C | -13%[5.79 µM]
CC(C)N1CCN(C(=O)CC2Sc3ncccc3N(C)C2=O)CC1 (stereo not drawn) | i
COc1cccc(N2CC(NC(=O)c3ccc(S(=O)(=O)N4CCOCC4)cc3)CC2=O)c1 (stereo not drawn) | 30%
CN(CC(=O)Nc1cccc(F)c1)S(=O)(=O)c1ccc2c(c1)n(C)c(=O)c(=O)n2C | -16%
O=C1CC(c2noc(Cc3c(F)cccc3Cl)n2)CN1C1CCCCC1 (stereo not drawn) | i
CC1CCN(S(=O)(=O)c2ccc3c(c2)N(CC(=O)NCc2ccccc2Cl)C(=O)CS3)CC1 | -22%
COCCN1CCN(C[C@@H]2C=C(C)[C@H](Cc3nnc(-c4ccc(OC)cc4)o3)C[C@H]2C(C)C)CC1 | ?
O=C(O)C[C@@H]1CCN(C(=O)COc2ccccc2)C[C@@H]1CCN1CCN(c2ccc(F)cc2)CC1 | -1%

Laid out differently: entries from further up.
SMILES	Pf Dd2 growth
CC(C)CN1C(=O)c2cccn2CC1C(=O)NC1CCCCCC1 (stereo not drawn)	-50%
COc1ccc(-c2ccc(CCC(=O)O)n2CC(=O)Nc2cccc(Cl)c2C)cc1	-9%
COCCN1CCN(C[C@@H]2C=C(C)[C@H](Cc3nnc(-c4ccc(OC)cc4)o3)C[C@H]2C(C)C)CC1	?
O=C(O)C[C@@H]1CCN(C(=O)COc2ccccc2)C[C@@H]1CCN1CCN(c2ccc(F)cc2)CC1	-1%

(listing goes on)
SMILES | Pf Dd2 growth
O=C(Nc1ccc(-c2nnc3n2CCCC3)cc1)Nc1ccccc1Br | 16%
COc1cccc(NC(=O)c2cnc3n2CCN(Cc2ccccc2)CC3)c1 | -24%[44.1 µM]
Cc1cc(NC(=O)c2cc(-c3ccc(Cl)cc3)on2)nn1Cc1ccc(Cl)cc1 | i
Cn1cc(C(=O)N2CCOc3c(O)cc(-c4csc5ccccc45)cc3C2)cn1 | ?
O=C(COc1ccccc1-c1nc(-c2ccccc2)no1)Nc1ccccc1[N+](=O)[O-] | 20%
CNC(=O)[C@H]1C[C@H](Oc2ccccc2)CN1C(=O)Nc1ccccc1 | 0%
COc1ccc(-c2cn3c(n2)sc2cc(C(=O)NCCC4=CCCCC4)ccc23)cc1 | ?
COc1cc(NS(=O)(=O)c2ccc3[nH]c(=O)[nH]c3c2)cc(OC)c1 | -6%
O=C(Cn1c(=O)oc2ccccc21)NCC1Cn2cccc2C(=O)N1Cc1ccccc1 (stereo not drawn) | ?
COc1ccc(C)cc1NC(=O)CC1CCCN(c2cn[nH]c(=O)c2)C1 (stereo not drawn) | -23%
O=C(NCc1nnc2n1C(C(=O)NCc1cccnc1)CC2)c1cccnc1 (stereo not drawn) | 18%
CC(=O)N1CC(CO)C2(CCN(C(=O)c3cc(C)n(C)n3)CC2)C1 (stereo not drawn) | -9%
Cc1ccc(CSc2nnc(-n3c(=O)c(C#N)cc4c(=O)n5cccc(C)c5nc43)s2)cc1 | 33%[activator]
Clc1ccc(-c2nnc3n2CCN(Cc2ccccc2)C3)cc1 | ?
Cc1noc([C@@H]2CC(F)(F)CN2C(=O)c2cc(C)[nH]n2)n1 | 27%
CCN(Cc1noc(C2CCC2)n1)C(=O)c1cc(C(C)C)n2ncnc2n1 | -2%
CCc1ccc(Sc2cc(C(=O)NCc3ccccc3OC)c3ccccc3n2)cc1 | i
CC(c1ccc(-c2ccc(=O)n(C)n2)cc1)N1CCCCC1 (stereo not drawn) | 16%
CC(=O)N1CCC(N[C@H]2C[C@@H](Cc3cc(CCO)on3)C2(C)C)CC1 | 1%[44.1 µM]
COc1ccc(-c2nc3ccc(C(=O)NCc4ccccc4)cc3nc2-c2ccc(OC)cc2)cc1 | ?
CCOc1ccc(NC(=O)Cn2cc(C(=O)c3ccc(CC)cc3)c(=O)c3cc(C)ccc32)cc1 | ?
N#Cc1ccc(CN2CCC[C@H]2c2nc(-c3ccc(F)cn3)no2)cc1 | -14%[44.1 µM]
Cc1cccc(NC(=O)Cn2ccn3nc(-c4ccccc4)c(CO)c3c2=O)c1C | i
Cc1ccc(NC(=O)CN2C(=O)C3(SCC(=O)N3c3cccc(Cl)c3)c3ccccc32)cc1C (stereo not drawn) | ?
COc1ccc(C[C@H](NC(=O)C2=C[C@@H](NC(=O)c3ccccc3Br)[C@@H](O)[C@H](O)C2)C(N)=O)cc1 | -15%

Given as labelled records: entries from further up
CNC(=O)[C@H]1C[C@H](Oc2ccccc2)CN1C(=O)Nc1ccccc1
  Pf Dd2 growth: 0%
COc1ccc(-c2cn3c(n2)sc2cc(C(=O)NCCC4=CCCCC4)ccc23)cc1
  Pf Dd2 growth: ?
COc1cc(NS(=O)(=O)c2ccc3[nH]c(=O)[nH]c3c2)cc(OC)c1
  Pf Dd2 growth: -6%
O=C(Cn1c(=O)oc2ccccc21)NCC1Cn2cccc2C(=O)N1Cc1ccccc1 (stereo not drawn)
  Pf Dd2 growth: ?

Next part:
SMILES | Pf Dd2 growth
CCCNC(=O)C1CCC(Cn2c(=O)c3sccc3n(CC(=O)NCc3cccc(OC)c3OC)c2=O)CC1 (stereo not drawn) | i
Cc1nn(C)c2c1c(C(F)(F)F)cc(=O)n2CC(=O)NCc1ccccc1Cl | 3%
COCCN1CCC2(C1)CN(C)c1ccc(C(=O)Nc3ccccc3)cc12 (stereo not drawn) | ?
COc1ccc(NC(=O)C2CCCN(S(=O)(=O)c3c(C)[nH]c(=O)[nH]c3=O)C2)cc1OC (stereo not drawn) | 22%
COc1ccc(-c2cc(N3CCCC(NC(=O)c4ccc(Br)o4)C3)n[nH]2)cc1 (stereo not drawn) | ?
O=C(Cn1nc2c(cc1=O)CCCCC2)N1CCSCC1 | ?
O=C(CCCOc1ccccc1)N1CCCC2(CCC(=O)N(CC3CC3)C2)C1 (stereo not drawn) | ?
CCN(C(=O)C1CCC(=O)N(CCc2ccc(Cl)cc2)C1)C(C)C (stereo not drawn) | 2%
C1=C(c2nc(-c3ccc(N4CCOCC4)cc3)cc3c2ccn3Cc2cccnc2)CCOC1 | i
